NPYLR7 ag: activates Aedes aegypti NPYLR7 receptor. HEK293T NPYLR7/Galpha15, GCaMP6s calcium fluorescence. activation, % at 10 µM. hit rate 0.15% among 270,000. AID 1259423; in the data active = activation above about 40%;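 note: 0% = vehicle and 100% = reference agonist at the receptor; some compounds past the cut are filed as inactive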
mcGAS inh: inhibitors of mouse cGAS. Q8C6L5. recombinant cGAS, Kinase-Glo ATP depletion luminescence. inhibition, % at 12.5 µM. hit rate 0.15% among 160,000;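 note: 0% = negative control wells and 100% = reference inhibitor with no enzyme activity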
hcGAS inh: human cGAS inhibition; Q8N884; recombinant h-cGAS, ATP depletion, Kinase-Glo luminescence; inhibition, % at 12.5 µM; hit rate 0.081% among 290,000; AID 1259398;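 note: 0% = vehicle reaction and 100% = reaction without DNA for no activity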
Target sequence (Q8N884 whole entry, looked up): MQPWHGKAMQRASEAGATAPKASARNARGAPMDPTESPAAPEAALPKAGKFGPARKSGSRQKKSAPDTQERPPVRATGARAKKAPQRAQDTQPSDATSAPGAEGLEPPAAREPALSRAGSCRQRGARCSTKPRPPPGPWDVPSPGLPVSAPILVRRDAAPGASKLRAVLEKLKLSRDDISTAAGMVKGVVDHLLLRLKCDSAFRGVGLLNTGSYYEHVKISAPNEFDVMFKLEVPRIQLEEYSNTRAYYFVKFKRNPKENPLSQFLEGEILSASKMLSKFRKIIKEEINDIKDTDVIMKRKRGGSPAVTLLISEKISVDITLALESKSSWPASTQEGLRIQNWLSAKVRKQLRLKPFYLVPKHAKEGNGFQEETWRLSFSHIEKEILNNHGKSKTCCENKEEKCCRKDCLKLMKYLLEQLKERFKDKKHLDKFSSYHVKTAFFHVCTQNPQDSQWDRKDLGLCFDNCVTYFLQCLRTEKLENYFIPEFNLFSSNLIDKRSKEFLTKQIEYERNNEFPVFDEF
An asterisk follows results filed as active; x = not tested or not shown; & = joins results of further samples. Cut-off read from the data, not from the text of the source, unless noted: active = inhibition above about 40%; inactive = the rest.

The first two records, to show the layout:
compound | NPYLR7 ag | mcGAS inh | hcGAS inh
COCC(=O)Nc1ccc(Nc2ccc(-n3cccn3)nn2)cc1 | -4 | -4 | 2
O=C(NCC(=O)N1CCN(c2ccccc2)CC1)c1sccc1C1CC1 | 1 | x | -5

The listing, from the start:
compound | NPYLR7 ag | mcGAS inh | hcGAS inh
COCC(=O)Nc1ccc(Nc2ccc(-n3cccn3)nn2)cc1 | -4 | -4 | 2
O=C(NCC(=O)N1CCN(c2ccccc2)CC1)c1sccc1C1CC1 | 1 | x | -5
Cc1cc(C(F)(F)F)nn1CC(=O)N(C)C1CCCCC1 | -5 | x | -5
CCn1cc(-c2c(-c3ccccc3)ncn2Cc2c(C)noc2C)cn1 | -2 | x | -6
CC(=O)N1CCN(C(=S)NC(=O)C23CC4CC(CC(C4)C2)C3)CC1 | -2 | x | -8
CN(CCc1ccccc1)C(=O)c1cccc2[nH]c(-c3ccccc3)nc12 | -2 | -3 | -2
Cc1ccc(SCC(=O)N(CCC#N)c2ccccc2)c(C)c1 | 6 | x | -14
COc1cc(NC(=O)Nc2nc3c(s2)-c2cccc4cccc-3c24)cc(OC)c1OC | 2 | x | -10
CC1(C(=O)NS(=O)(=O)c2ccc(C#N)cc2)CCN1C(=O)Cc1cc(F)ccc1F (stereo unspecified) | 5 | x | -12
O=C(Cn1c(=O)[nH]c2c(-c3ccccc3F)c[nH]c2c1=O)NCCCc1ccccc1 | -3 | -4 | -5
COCCCN1C(=O)CC(Nc2ccc(N(C)C)cc2)C1=O (stereo unspecified) | 0 | x | -5
O=C(O)c1cccc(NS(=O)(=O)c2ccc(F)cc2Cl)c1 | 2 | x | -12
Cc1nc(-c2ccccc2)nc(N2CCN(C(=O)c3ccco3)CC2)c1Cc1c(F)cccc1Cl | 1 | -6 | -2
COc1ccc(OC)c(N2C3=[N+](CCCS3)CC2(O)c2ccc(C)cc2)c1 (stereo unspecified) | 6&4 | -4 | -2&-4
COc1cccc(CNC(=O)CNC(=O)C2CC2(c2ccccc2)c2ccccc2)c1 (stereo unspecified) | -19 | -2 | -4
CCOC(=O)C1CCCN(C(=O)c2cccc(Nc3c(Oc4ccc(Cl)cc4)cnn(-c4ccc(OC)cc4)c3=O)c2)C1 (stereo unspecified) | 6 | -2 | -1
CCN(CC)CCCNC(=O)C(C)n1nc(C)n2c(cc3occc32)c1=O (stereo unspecified) | 7 | -4 | -5
Cc1ccccc1Oc1cc(N2CCCCC2)ncn1 | -9 | -6 | -7
Cc1cccc(C2c3[nH]c4ccccc4c3CCN2C(=O)C2=CCCC2)n1 (stereo unspecified) | 12&-9 | -9&0 | 1&6
Cc1ccc(NC(=O)N(Cc2csc(COc3cccc(C)c3)n2)C2CC2)cc1 | x | -5 | -8

Compound profiles, from the list above. Values in the order: NPYLR7 ag	mcGAS inh	hcGAS inh
Listed for CCOC(=O)C1CCCN(C(=O)c2cccc(Nc3c(Oc4ccc(Cl)cc4)cnn(-c4ccc(OC)cc4)c3=O)c2)C1 (stereo unspecified) = 6	-2	-1
Listed for CCN(CC)CCCNC(=O)C(C)n1nc(C)n2c(cc3occc32)c1=O (stereo unspecified) = 7	-4	-5

More results.
compound | NPYLR7 ag | mcGAS inh | hcGAS inh
OCc1ccc(CN2CCc3[nH]nc(C(c4ccccc4)c4ccccc4)c3C2)o1 | 4 | x | -5
CC(C)c1nc(CCN(C)S(C)(=O)=O)n(-c2ccc3c(c2)OCCO3)n1 | 14 | x | -4
COCCN(CC1CC1)C(=O)c1cc(NC(C)=O)ccc1Cl | 0 | x | -1
O=C(NCCn1ncc2c(N3CCCC3)ncnc21)c1cccc(C(F)(F)F)c1 | 0 | -5 | -10
O=C(CN1C(=O)S/C(=C\c2ccccc2)C1=O)NNC(=O)c1ccncc1 | -8 | 3 | 7
O=C(NCCNc1cccc2ccccc12)C1CCCCC1C(=O)N1CCc2c([nH]c3ccccc23)C1 (stereo unspecified) | -11 | x | -3
COc1ccccc1-c1ccc2ccccc2n1 | -3 | -11 | -6
COc1coc(C(=O)Nc2ccc(C(N)=O)cc2)cc1=O | 15 | x | -9
Cc1cc(C)c(N=Nc2c(-c3ccc([N+](=O)[O-])cc3)[nH]n(-c3ccccc3)c2=O)c(C)c1 | -4 | -7 | -5
CCc1c(C)c(C(=O)Nc2cccc(C)c2)n(Cc2cccc(OC)c2)c1C | 27 | -5 | -4
COCc1cc(NCc2cccnc2N2CCCCCCC2)ncn1 | -4 | x | -4
CN(C)CCCNC(=O)c1cccnc1Oc1ccc(Br)cc1F | 3 | x | -7
O=C(c1ccccc1O)N1C[C@@H]2C3CCC(CC3)[C@@H]2C1 | -7 | x | 3
Cc1ccc(-n2ccnc(NCC(C)c3ccccc3)c2=O)cc1C (stereo unspecified) | 4 | -9 | -5
COc1cccc(NC(=O)C2Cc3cc([N+](=O)[O-])ccc3N3CCN(C4CCCC4)CC23)c1 (stereo unspecified) | x | -1 | -2
CN(c1ccccc1)S(=O)(=O)c1cccc(NC(=O)COc2cccc(N3CCCC3=O)c2)c1 | 3 | x | -4
CCC1SC(c2ccccc2C)N(CCNC)C1=O (stereo unspecified) | 1 | -4 | -2
Cc1ccnc(SCc2cc(=O)c(OC(=O)c3ccccc3C(F)(F)F)co2)n1 | -9 | -6 | -1
Cc1cc2c(o1)CC(C)(C)CC2NS(=O)(=O)CCc1ccccc1 (stereo unspecified) | 4 | -13 | -4
O=C(c1ccc(F)cc1C(F)(F)F)N1CCN(c2nccc(-c3cccc(C(F)(F)F)c3)n2)CC1 | 17 | -2 | -2
O=C(COc1ccccc1Cl)N1CCCC(Nc2ccc3c(c2)OCCO3)C1 (stereo unspecified) | 18 | x | -7
CCSCCNC(=O)c1c(C)noc1-c1ccccc1Cl | 27 | -9 | -7
COc1cccc(C2Nc3ccccc3N=C3CC(c4ccc(Cl)cc4)CC(=O)C32)c1OC (stereo unspecified) | -8 | -3 | -6
Cc1ccccc1CN(Cc1ccccc1)Cc1nc(C(=O)NCCN(C)C)co1 | 4 | 0 | 1
FC(F)(F)c1cccc(N2CC(c3ccncc3)C2)n1 | x | -14 | -8
CC1CN(C(=O)CCN2CCc3sccc3C2c2cccc(F)c2)CCN1C(=O)c1cccc(Br)c1 (stereo unspecified) | 7 | -6 | -5
O=C(NCc1cccnc1)C1CCN(C2CCN(Cc3c(F)ccc(F)c3F)CC2)CC1 | 5 | x | -6
O=C(Cn1ccc2ccccc2c1=O)Nc1ccc2c(c1)OCCO2 | -14 | x | 3
COCCNC(=O)CCN(CCc1ccccc1)c1nc(-c2ccc(OC)cc2)nc2ccccc12 | 9 | -3 | -4
CC(C)=CC(=O)N1CCN(c2nccc(-c3cccs3)n2)CC1 | 22 | -8 | -4
Cc1cc(F)ccc1S(=O)(=O)N1CC(c2ccncc2)C1 | 1 | x | -3
COc1ccc(CN2CCN(C(=O)Nc3ccc(Cl)cc3)CC2)c(OC)c1OC | 11 | -8 | -3
COC(=O)CCC(C)C1CCC2C3CC[C@@H]4C[C@H](O)CC[C@]4(C)C3C[C@H](O)[C@]12C (stereo partly specified) | -9 | x | 0
O=C(CC(c1ccccc1)c1ccccc1)NCCc1ccc2c(c1)OCCO2 | 2 | -7 | -5
CCCc1cc(C(=O)N2CCC(n3cc(CC(C)C)nn3)CC2)n(C)n1 | 11 | x | -1
O=C(NC1CCC(n2cnnc2)CC1)c1cnc(-c2ccccn2)nc1 (stereo unspecified) | 1 | -21 | -4
CCN(Cc1ccccc1)C(=O)c1cc(Br)c[nH]1 | 1 | 0 | 0
CCS(=O)C1CCCCC1NC(=O)c1sc2ccccc2c1Cl (stereo unspecified) | -2 | x | -5
CC1CCC2(CC1)CC(=O)N(CC(=O)NCC1CCC1)C2=O (stereo unspecified) | 1 | x | -9
CC(C)NC(=O)N[C@H]1CCN2C(=O)N(c3cccc4nsnc34)C(=O)[C@@H]2C1 | -7 | -8 | -4
Cc1ccc2c(c1)NC(=O)C2CC(=O)NCc1cn[nH]c1-c1cccs1 (stereo unspecified) | 15 | x | -4
CCOC(=O)c1[nH]c(C)c(C(=O)C(C)N(CCOC)S(=O)(=O)c2c(C)cc(C)cc2C)c1C (stereo unspecified) | -12 | -4 | -5
C=CCn1c(C2CC(=O)N(c3ccc(C)c(C)c3)C2)nc2ccccc21 (stereo unspecified) | -1 | -5 | -10
COc1ccccc1N=P(c1ccc(C)o1)(N(C)C)N(C)C | 8 | x | -7
Cc1ccsc1CN(C)C(=O)NCc1ccccc1 | 9 | -8 | -8
CC(=O)Nc1ccc(NC(=O)CSc2cn(CC(=O)N3CCCC3)c3ccccc23)cc1 | -2 | -7 | -7
COCCCN(CC(=O)N1CCc2sccc2C1c1ccc(Cl)cc1Cl)C(=O)c1cccc([N+](=O)[O-])c1 (stereo unspecified) | -4 | -7 | -8
Cc1ccccc1Cn1cccc1CN(Cc1ccccc1C#N)C1CCCCC1 | 16 | -5 | -2
COCC(C)(C#N)NC(=O)/C=C/c1cnc(C(C)(C)C)s1 (stereo unspecified) | -4 | x | -6
COc1ccccc1NC(=O)c1ccc(C2SCCCS2)cc1 | -2 | 0 | 5

Next records
compound | NPYLR7 ag | mcGAS inh | hcGAS inh
CCOC(=O)N1CCN(C(=O)c2ccc(N3CCC(N[C@H]4CCCCNC4=O)CC3)cc2)CC1 | 17 | -11 | -5
O=C(Cn1nnc2ccccc2c1=O)NCc1cccc(Cl)c1 | -8 | x | -4
N#Cc1c2n(c(=O)[nH]c1=O)CCCC2 | -4 | x | -4
O=C(N=Nc1c(O)[nH]c2ccccc12)c1cc(O)c(O)c(O)c1 | 1 | 0 | -1
Cc1nnnn1CCCN1CCCC(O)(CN(C)C)CC1 (stereo unspecified) | 3 | -6 | 1
Cc1c(C(=O)N(C)C)c(C(F)(F)F)nn1C1CCCN(C(C)C)C1 (stereo unspecified) | 12 | x | -9
COc1ccccc1CCNS(=O)(=O)c1cn(C)c(=O)n(C)c1=O | 0 | -5 | -2
Cc1oc(C)c(C(=O)NCc2ccc(C)n2C)c1C | 0 | x | -11
N#Cc1ccc(SCCC(=O)NC(N)=O)cc1 | -4 | x | -5
COc1ccc(C2=NOC(CN(Cc3cccc(Cl)c3)C(=O)NC(C)C)C2)cc1OC (stereo unspecified) | -12 | 0 | 2

3 structures out of the list, sorted by SMILES length, smallest number first.
compound | NPYLR7 ag | mcGAS inh | hcGAS inh
O=C(Cn1nnc2ccccc2c1=O)NCc1cccc(Cl)c1 | -8 | x | -4
O=C(N=Nc1c(O)[nH]c2ccccc12)c1cc(O)c(O)c(O)c1 | 1 | 0 | -1
CCOC(=O)N1CCN(C(=O)c2ccc(N3CCC(N[C@H]4CCCCNC4=O)CC3)cc2)CC1 | 17 | -11 | -5

More compounds.
compound | NPYLR7 ag | mcGAS inh | hcGAS inh
CCCCc1ncc(CN2CCN(c3ccccc3OC)CC2C)[nH]1 (stereo unspecified) | 3 | x | -8
CCc1ccccc1-c1c(-c2ccccc2)ncn1CCC(=O)OC | 1 | -2 | 0
CCOc1ncccc1C(=O)N1CCN(c2ccc(C(F)(F)F)cc2[N+](=O)[O-])CC1 | -3 | -1 | 2
COc1ccc(OC)c(-c2nc(CN3CCC4(CC3)CNC(=O)O4)c(C)o2)c1 | 4 | -14 | -7
CCOC(=O)c1cc(-c2cccc(NC(=O)c3cccc(C#N)c3)c2)n(-c2ccccc2OC)n1 | 26 | -6 | -3
COc1ccc2nc(-n3nc(C)cc3NC(=O)C3=COCCO3)sc2c1 | -6 | -10 | -5
Cc1ccc(NC(=O)c2cccc(OCC3CCCO3)c2)c(C)c1 (stereo unspecified) | 1&7 | x | -7&-10
Cc1nc2c(c(N(C)C)n1)CCN(C(=O)c1cc(C(C)C)nn1C)C2 | 15 | x | -3
Brc1ccc(C2=CSC3=NCCN23)cc1 | 11 | x | -7
O=C(N/N=C\c1ccccc1O)c1ccc(=O)[nH]n1 | 19 | x | -7
Cc1ccc(NC(=O)c2cc(-c3ccccc3)nn2-c2ccccc2)cc1C | -4 | -4 | -5
COc1ccc(C(=O)NC(Cc2ccccc2)c2nnc(SCc3ccc(F)cc3)n2-c2ccc(C)cc2)c(OC)c1 (stereo unspecified) | 0 | -5 | -6
O=C(N/N=C1/CCSc2c(F)cccc21)c1ccccc1 | 5 | x | -6
CCOC(=O)C1CCCN(CC(=O)N2N=C(c3ccc(F)cc3)CC2c2ccco2)C1 (stereo unspecified) | -3 | -6 | -7
C=CC(C)(O)CN(C)CC1CC(c2ccc(Cl)cc2)=NO1 (stereo unspecified) | 2 | -2 | -1
Nc1nscc1C(=O)N1CCC(N2CCCC(CO)C2)CC1 (stereo unspecified) | x | -3 | -1
CC(=O)N[C@@H](C)C(=O)NNC(=O)CC12CC3CC(CC(C3)C1)C2 | -3 | x | -3
O=C1c2ccccc2C(=O)N1CCCn1c2ccccc2c2nc3ccccc3nc21 | 17 | x | -6
COc1ccc(Cl)c(NC(=O)CSCC(=O)c2ccccc2)c1 | 4 | -10 | -5
O=C(NS(=O)(=O)c1ccc(F)c2ncccc12)C1COCCO1 (stereo unspecified) | -6 | -18 | -7
CC(c1ccc(-c2cn[nH]c2C#N)cc1)N1CCCCC1 (stereo unspecified) | 12 | x | -7
COc1cccc(-c2nc3ccccn3c2NC(=O)CC(C)C)c1 | -20 | -2 | -3
Cc1nn(CCNC(C)CN2CCN(C)CC2)c(C)c1Cl (stereo unspecified) | 15 | x | -1
Cc1csc2nc(CS(=O)(=O)C(C)C(=O)Nc3ccccc3F)cc(=O)n12 (stereo unspecified) | 13 | -2 | 0
O=C(NCCN1CCn2cc(OCc3ccccc3)c(=O)cc2C1=O)c1ccc(=O)[nH]c1 | 9 | x | -6
Cc1nc2c(C(=O)NCc3cccnc3Oc3ccccc3)cccc2[nH]1 | 4 | x | -1

High-throughput results: PubChem, Fisher Drug Discovery Resource Center

Compounds as they come. About 0.27% of those tested had a hit in this group.
